High-throughput results as filed in PubChem BioAssay.
PMI inhibitors = inhibitors of human PMI, primary screen, biochemical, fluorescence intensity, coupled assay (AID 1209); purified PMI enzyme, coupled fluorescence intensity; higher % means a stronger effect; inhibition, % at 20 µM; hits with a dose series show IC50 in µM; 0.42% of 190,000 active;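 also: plate controls were DMSO vehicle for no effect and wells lacking substrate for full effect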
LYP phosphatase = PTPN22 lymphoid phosphatase activity blockers – biochemical, fluorescence intensity, uHTS (AID 1779); recombinant LYP phosphatase, fluorescence intensity; higher % means a stronger effect; one-dose inhibition, % at 11.5 µM; IC50 in µM for titrated hits; 0.054% of 290,000 active;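 also: plate controls were vehicle with enzyme for no effect and no enzyme for full effect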
KOR beta-arrestin-1 = KOR agonists, beta-arrestin recruitment, primary screen, cell-based, luminescence, uHTS (AID 1777) | KOR beta-arrestin recruitment, luminescence; higher % means a stronger effect | activation, % at 10 µM, or EC50 in µM where a hit was titrated | 0.02% of 280,000 active; in the data active = activation above about 50%, passing the limit was not always enough; also: a part of the inactive calls stands beside numbers as strong as those of hits
human PMI inhibitors = human PMI inhibitors, high substrate, primary screen, biochemical, fluorescence intensity, high mannose 6-phosphate (AID 1220). recombinant PMI enzyme, coupled fluorescence intensity; higher % means a stronger effect. inhibition, % at 20 µM, or IC50 in µM where a hit was titrated. 0.66% of 190,000 active
KOR beta-arrestin-2 = kappa opioid receptor blockers – cell-based, luminescence, uHTS (AID 1778). one-dose inhibition, % at 10 µM; IC50 in µM for titrated hits. 0.091% of 290,000 active. KOR beta-arrestin recruitment, luminescence, antagonist mode; higher % means a stronger effect; also: strong numbers were not always called active
NOD1 inhibition = NOD1 signaling inhibitors, primary screen, cell-based, luminescence, uHTS (AID 1578); NOD1-driven NF-kB luciferase reporter cells, luminescence; higher % means a stronger effect; inhibition, % at 4 µM, or EC50 in µM where a hit was titrated; 1% of 290,000 active; in the data active = inhibition mostly above about 36%, no sharp cut-off; inactive = mostly below about 34%;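 also: HEK-293T reporter cells stimulated with the NOD1 agonist gamma-tri-DAP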
XIAP displacement = XIAP antagonists, biochemical, IAP family, fluorescence polarization (AID 1018). XIAP BIR domain, fluorescence polarization peptide displacement; higher % means a stronger effect. one-dose displacement, % at 20 µM; IC50 in µM for titrated hits. 0.007% of 200,000 active; in the data active = displacement above about 50%; also: a part of the inactive calls stands beside numbers as strong as those of hits
NOD2 inhibition = NOD2 signaling inhibitors, cell-based, luminescence, uHTS, HEK293 (AID 1566). HEK293 NOD2/NF-kB luciferase reporter, luminescence; higher % means a stronger effect. inhibition, % at 4 µM; hits with a dose series show EC50 in µM. 0.63% of 290,000 active; also: many of its hits are not listed in these tables
TNAP activation fold = stimulation of alkaline phosphatase TNAP activity – biochemical, luminescent, no phosphate acceptor, uHTS, primary screen (AID 1001) | 0.03% of 200,000 active | purified TNAP, luminescent activation assay, no phosphate acceptor; higher activation fold means a stronger effect | activation fold at 20 µM; hits with a dose series show EC50 in µM; in the data active = activation fold from about 3, or a potency from the dose series; inactive = the rest, 99 in 100 with activation fold below about 1.6; also: many of its hits are not listed in these tables
Numbers without * were called inactive; nt = no result given; [ ] = remark or other dose. Rule as the data show it, unless noted: active = inhibition above about 50%; inactive = the rest. A portion of the library; rates above refer to the full screens.

SMILES	PMI inhibitors	LYP phosphatase	KOR beta-arrestin-1	human PMI inhibitors	KOR beta-arrestin-2	NOD1 inhibition	XIAP displacement	NOD2 inhibition	TNAP activation fold
O=C(CN1CCN(C(=O)C2CCCO2)CC1)Nc1cc(C(F)(F)F)ccc1Cl (stereo not given)	nt	-8%	3.8%	nt	-53%	3%	nt	18%	nt
O=C(O)c1cc2[nH]c3c(c2cc1Cl)CCCC3	nt	-11%	-1.7%	nt	-29%[20 µM]	-14%	nt	-1%	nt
C=CCN(CC=C)C(=O)CN1C(=O)NC(C)(c2ccc3cc(OC)ccc3c2)C1=O (stereo not given)	nt	-2%	-4.6%	nt	-7%	1%	nt	14%	nt
Cc1nn(-c2nc3ccccc3s2)c(N)c1-c1ccc(Cl)cc1	-14%	0%	-2.2%	-5%	-5%	-5%	-4.8%	-63%	1
CCOc1ccc(-n2nnnc2-c2nc3ccccc3s2)cc1	13%	-1%	-1.5%	5%	-10%	-11%	-1.7%	22%	1.1
COc1ccc(C=C2C(=O)c3ccccc3C2=O)cc1O	23%	-8%	-5.5%	61%*	-18%	-9%	-7.0%	10%	1.1
COC(=O)c1c(NC(=O)C(=O)N2CCOCC2)sc2c1CCCC2	nt	-3%	5.0%	nt	4%	-18%	nt	14%	nt
O=C(Nc1ccccc1Cl)c1ccc2nc(N3CCOCC3)sc2c1	nt	-7%	-3.1%	nt	-33%[20 µM]	-6%	nt	2%	nt
Cc1cccc(C)c1NC(=O)NCc1ccco1	nt	-2%	-0.5%	nt	27%	-2%	nt	13%	nt
NS(=O)(=O)c1cccc(NS(=O)(=O)c2ccc3ccccc3c2)c1	nt	1%	-0.5%	nt	-6%	-7%	nt	9%	nt
COc1ccc(CC(=O)N2CCN(c3ccccc3)CC2)cc1OC	nt	2%	-0.8%	nt	-20%	-20%	nt	-4%	nt
O=C(c1ccccc1SCc1ccccc1)N1CCCCCC1	10%	-5%	-1.6%	12%	1%	-31%	-5.1%	4%	1
O=C(CNC(=O)c1ccco1)Nc1cc(Cl)ccc1N1CCOCC1	5%	6%	-7.2%	-3%	-33%	21%	-4.6%	3%	1
Clc1ccc(Cn2nnc(-c3ccc(CN4CCOCC4)cc3)n2)cc1	5%	-10%	-4.7%	-2%	27%	-12%	0.5%	13%	1
CCOc1ccc(C(=O)COC(=O)c2cccc(-n3cnnn3)c2)cc1	nt	-5%	8.6%	nt	5%	-26%	nt	-3%	nt
CCCN(CC(=O)Nc1ccccc1C)C(=O)c1ccc(S(=O)(=O)N2CCCCCC2)cc1	nt	-8%	3.3%	nt	6%	-17%	nt	-2%	nt
COc1ccc(/C=C/C(=O)O)cc1S(=O)(=O)NCc1ccccc1	nt	-11%	-2.9%	nt	20%	-4%	nt	12%	nt
Cc1ccccc1Cn1ccc(-c2ccc3c(c2)OCO3)n1	20%	2%	1.1%	20%	34%	2%	-7.6%	-29%	1.1
O=C(c1ccco1)N1CCN(S(=O)(=O)c2c(Cl)cccc2Cl)CC1	nt	-3%	-3.3%	nt	8%[20 µM]	-26%	nt	5%	nt
COc1cc(/C=C/C(=O)OCC(=O)Nc2ccccc2Sc2ccc(Cl)cc2)ccc1O	19%	3%	8.6%	17%	-8%	-24%	-1.2%	-10%	1.1
Cc1ccc(C2CCN(C(=O)Nc3ccccc3)C2)cc1 (stereo not given)	-2%	1%	15%	4%	6%	-49%	-0.3%	14%	1.1
NNc1nnc2c3cc(F)ccc3n(CCc3ccccc3)c2n1	nt	-6%	3.3%	nt	-9%	-10%	nt	8%	nt
CCC(C)(C)NC(=O)Cc1ccc(OC)c(OC)c1	-2%	1%	-7.2%	-1%	24%	-12%	-2.3%	12%	1
C=CCNC(=O)CC12CC3CC(C1)CC(CC(=O)NCC=C)(C3)C2	10%	-8%	0.2%	12%	11%	2%	-4.4%	20%	1
COCCCNc1nc2ccccc2nc1NS(=O)(=O)c1ccccc1	-8%	2%	-4.1%	-9%	-19%	-18%	-0.5%	12%	1.1
O=C1c2cccnc2C(=O)N1Cc1ccc(S(=O)(=O)NCc2ccco2)s1	nt	-12%	-6.9%	nt	-7%	20%	nt	-28%	nt
COc1ccc(NC(=O)COC(=O)[C@@H]2CCCN2C(=O)c2cccs2)cc1	1%	-5%	-2.4%	-2%	-30%	3%	-3.5%	-2%	1.1
Cc1nn(-c2ccccc2)c(Cl)c1/C=N/NC(=O)CCNc1n[nH]c(=O)[nH]c1=O	nt	-8%	2.3%	nt	29%	-5%	nt	16%	nt
CCOC(=O)N/N=C\c1cccc(OC)c1	-6%	-2%	nt	-10%	-24%[20 µM]	-24%	-8.8%	-14%	1.1
CCOc1ccc(NC(=O)CCc2nnc3ccc(N4CCN(C)CC4)nn23)cc1	nt	-1%	1.0%	nt	-20%	-32%	nt	8%	nt

Part of the list above in order of SMILES length, ascending.
SMILES	PMI inhibitors	LYP phosphatase	KOR beta-arrestin-1	human PMI inhibitors	KOR beta-arrestin-2	NOD1 inhibition	XIAP displacement	NOD2 inhibition	TNAP activation fold
COc1ccc(CC(=O)N2CCN(c3ccccc3)CC2)cc1OC	nt	2%	-0.8%	nt	-20%	-20%	nt	-4%	nt
O=C(Nc1ccccc1Cl)c1ccc2nc(N3CCOCC3)sc2c1	nt	-7%	-3.1%	nt	-33%[20 µM]	-6%	nt	2%	nt
CCOc1ccc(C(=O)COC(=O)c2cccc(-n3cnnn3)c2)cc1	nt	-5%	8.6%	nt	5%	-26%	nt	-3%	nt

Complete entries from above. Order of screens: PMI inhibitors, LYP phosphatase, KOR beta-arrestin-1, human PMI inhibitors, KOR beta-arrestin-2, NOD1 inhibition, XIAP displacement, NOD2 inhibition, TNAP activation fold
`NNc1nnc2c3cc(F)ccc3n(CCc3ccccc3)c2n1` in the list: nt, -6%, 3.3%, nt, -9%, -10%, nt, 8%, nt
`COc1ccc(/C=C/C(=O)O)cc1S(=O)(=O)NCc1ccccc1` in the list: nt, -11%, -2.9%, nt, 20%, -4%, nt, 12%, nt
`CCOC(=O)N/N=C\c1cccc(OC)c1` in the list: -6%, -2%, nt, -10%, -24%[20 µM], -24%, -8.8%, -14%, 1.1

(further entries)
SMILES	PMI inhibitors	LYP phosphatase	KOR beta-arrestin-1	human PMI inhibitors	KOR beta-arrestin-2	NOD1 inhibition	XIAP displacement	NOD2 inhibition	TNAP activation fold
COc1ccc(C2SC[C@@H](C(=O)O)N2C(C)=O)cc1 (stereo not given in full)	12%	-5%	2.4%	9%	-22%	8%	-2.5%	13%	1.1
COC(=O)CCc1c(C)c(C(=O)c2cc(OC)c(OC)c(OC)c2)c2ccccn12	nt	-3%	-0.9%	nt	-54%	15%	nt	-10%	nt
CC(=O)Nc1ccc2oc(-c3ccccc3Br)nc2c1	4%	-6%	0.4%	14%	5%	-60%	-2.3%	-192%	1
CCOC(=O)c1ccc(NC(=O)CSc2nc(NC(=O)c3ccccc3)c3c(C)c(C)oc3n2)cc1	4%	2%	2.7%	7%	61%	-25%	-24%	-10%	0.9
O=S(=O)(N/N=C\c1ccc(-c2ccccc2Cl)o1)c1ccccc1	-29%	-5%	8.7%	-35%	-52%	33%	-16%	-5%	1
CCCN(CCC)C(=O)c1ccc2c(c1)S(=O)(=O)c1ccccc1C2=O	nt	-7%	1.9%	nt	-1%	-10%	nt	6%	nt
Cc1cc(C)n(S(=O)(=O)c2ccc(Cl)cc2)n1	nt	-10%	-4.4%	nt	9%	-21%	nt	3%	nt
Cc1ccc(NC(=O)C2CCN(S(=O)(=O)c3c(C)[nH]c(=O)[nH]c3=O)CC2)cc1	5%	-3%	-0.8%	2%	-12%	-22%	-6.8%	1%	1.1
Cc1ccccc1Nc1nc(NCc2ccco2)c2ccccc2n1	-25%	-3%	7.8%	-16%	-45%	29%	-7.2%	-16%	1
COc1cccc(Cn2nnc(C(=O)NCc3ccc4c(c3)OCO4)c2N)c1	12%	-5%	-0.9%	17%	-17%	-16%	-18%	-23%	1
CC(=O)NCCC(Cc1ccccc1)c1ccco1 (stereo not given)	-13%	-2%	-0.6%	-13%	4%	-7%	-5.9%	10%	1
COc1c(C)cc(C(=O)C2CCCN(C(=O)/C=C/c3ccccn3)C2)cc1C (stereo not given)	8%	-7%	-4.6%	2%	-24%	-17%	-6.7%	-13%	1
COc1ccc(-c2[nH]ncc2CN2C[C@@H]3CCC[C@H]2C3)c(F)c1	2%	-1%	-2.8%	-1%	-3%	-12%	-1.6%	3%	0.2
CC(=O)c1cc2c(cc1NC(=O)CN1CCN(c3ccc(F)cc3)CC1)OCO2	4%	-9%	-2.5%	6%	46%	-37%	-0.1%	-13%	1.1
Cn1cc(CN2CCN(Cc3cccnc3)CC2)c(-c2ccc3c(c2)OCCO3)n1	-2%	-4%	-5.9%	0%	-2%[20 µM]	-25%	-9.3%	-20%	1.1

Of the compounds above, these contain two or more sulfur atoms.
SMILES	PMI inhibitors	LYP phosphatase	KOR beta-arrestin-1	human PMI inhibitors	KOR beta-arrestin-2	NOD1 inhibition	XIAP displacement	NOD2 inhibition	TNAP activation fold
NS(=O)(=O)c1cccc(NS(=O)(=O)c2ccc3ccccc3c2)c1	nt	1%	-0.5%	nt	-6%	-7%	nt	9%	nt
O=C1c2cccnc2C(=O)N1Cc1ccc(S(=O)(=O)NCc2ccco2)s1	nt	-12%	-6.9%	nt	-7%	20%	nt	-28%	nt

New compounds follow
SMILES	PMI inhibitors	LYP phosphatase	KOR beta-arrestin-1	human PMI inhibitors	KOR beta-arrestin-2	NOD1 inhibition	XIAP displacement	NOD2 inhibition	TNAP activation fold
Cc1ccc(-n2nnnc2SCc2nnc(-c3ccccc3Br)o2)c(C)c1	10%	-4%	28%	21%	50%	25%	-2.4%	23%	1
CCOCCCNC(=O)c1ccc(Br)cc1	-9%	-7%	0.5%	-8%	-4%	35%	-1.5%	-7%	1
C#CCOCCOCCOCCNc1nc(N2CCN(C(=O)[C@H](CCC(=O)O)n3cc(C(N)Cc4ccc(O)cc4)nn3)CC2)nc(N2CCN(C(=O)[C@H](Cc3cc4ccccc4[nH]3)n3cc(C(N)CC(C)C)nn3)CC2)n1 (stereo not given in full)	-19%	-11%	-1.1%	-13%	2%	-10%	-3.9%	7%	1.2
O=C(Nc1ccc(S(=O)(=O)N2CCCCC2)cc1)c1ccco1	nt	0%	0.0%	nt	9%	-9%	nt	11%	nt
CCn1cc(Br)c(C(=O)N(C)Cc2ccccc2)n1	6%	-7%	-2.7%	7%	12%	-16%	-4.1%	-10%	1.1
CCCCSc1nc(C)cc(C)c1S(=O)(=O)c1ccccc1C	18%	4%	2.1%	15%	-10%	14%	-0.5%	14%	1.1
CCOC(=O)c1c(C(C#N)C#N)cc(C)nc1C	-3%	4%	6.0%	1%	-14%	-56%	-5.3%	0%	0.9
CN(C1CCCCC1)C(CNS(=O)(=O)c1ccccc1)c1ccccc1 (stereo not given)	nt	-12%	-5.2%	nt	-2%	-19%	nt	3%	nt
Cc1[nH]c2ccc(Br)cc2c(=O)c1CN1CCCCC1	-6%	-5%	-3.7%	-4%	8%	-24%	-1.6%	6%	1.1
O=C(COC(=O)C(Cc1ccccc1)NC(=O)c1ccccc1)c1ccccc1 (stereo not given)	7%	3%	-1.5%	18%	nt	-38%	-1.9%	4%	1.1
Cc1ccc2oc(-c3cccc(NC(=O)/C=C/c4cccc([N+](=O)[O-])c4)c3C)nc2c1	-8%	7%	3.8%	-15%	9%	-49%	-5.8%	-44%	1
CC(C)N1CCC(=NNc2ccc([N+](=O)[O-])cc2S(=O)(=O)N2CCOCC2)CC1	1%	0%	4.0%	15%	-39%	-33%	2.0%	13%	0.9
